Screening results as filed in PubChem BioAssay.
PP5 inh: blocks human protein phosphatase 5 activity; P53041; purified PP5c, OMFP substrate fluorescence; inhibition, % at 6.7 µM; 320,000 tested, 0.18% active; AID 1987;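 active = inhibition above the campaign's mean inhibition across all tested compounds plus 3 SD, cut at about 9.5% in these data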;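 also: 0% = DMSO only and 100% = 100 µM cantharidin control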
Target sequence (P53041 whole entry, looked up): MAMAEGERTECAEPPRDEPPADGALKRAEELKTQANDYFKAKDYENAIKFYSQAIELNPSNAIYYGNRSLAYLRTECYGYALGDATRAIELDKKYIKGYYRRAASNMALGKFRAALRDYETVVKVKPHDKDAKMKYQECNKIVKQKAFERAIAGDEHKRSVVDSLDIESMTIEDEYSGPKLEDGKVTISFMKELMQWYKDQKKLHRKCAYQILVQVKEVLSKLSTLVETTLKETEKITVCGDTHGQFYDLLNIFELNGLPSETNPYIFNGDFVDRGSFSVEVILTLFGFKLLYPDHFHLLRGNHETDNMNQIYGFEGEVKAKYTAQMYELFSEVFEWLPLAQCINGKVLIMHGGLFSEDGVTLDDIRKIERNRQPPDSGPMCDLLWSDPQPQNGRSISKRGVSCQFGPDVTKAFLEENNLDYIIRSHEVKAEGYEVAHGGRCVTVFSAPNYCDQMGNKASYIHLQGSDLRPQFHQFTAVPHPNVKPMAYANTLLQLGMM
PP1 inh: PP1-alpha (human) inhibition in PP5 counter-screen; P62136; 320,000 tested, 0.9% active; inhibition, % at 6.7 µM; purified PP1alpha, OMFP fluorescence;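 active = inhibition above the mean inhibition of all tested compounds plus 3 SD, computed separately for each screening campaign, cut at about 15% in these data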
Target sequence (P62136 whole entry, looked up): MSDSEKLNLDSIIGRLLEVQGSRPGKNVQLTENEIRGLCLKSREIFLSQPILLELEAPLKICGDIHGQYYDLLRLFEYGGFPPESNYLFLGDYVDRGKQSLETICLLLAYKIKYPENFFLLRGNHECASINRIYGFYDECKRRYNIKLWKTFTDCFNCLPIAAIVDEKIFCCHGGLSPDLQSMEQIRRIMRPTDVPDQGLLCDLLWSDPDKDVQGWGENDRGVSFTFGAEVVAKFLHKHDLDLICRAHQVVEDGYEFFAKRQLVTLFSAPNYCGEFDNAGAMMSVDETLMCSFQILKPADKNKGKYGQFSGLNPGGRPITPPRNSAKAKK
TPT1 inh: inhibitors of Candida albicans tRNA 2'-phosphotransferase TPT1. 300,000 tested, 0.81% active. recombinant caTPT1, FP RNA substrate dephosphorylation. AID 1962. inhibition, % at 5 µM;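 active = inhibition above the mean of all tested compounds plus 3 SD, set per screening campaign, cut at about 24% in these data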;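 also: plate controls were DMSO alone for no effect and ferristatin control at 100 nM for full effect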
core dimer inh: HCV core protein dimerization inhibition; TR-FRET GST/Flag-core106 dimerization, 1536-well; inhibition, % at 5 µM; 300,000 tested, 0.33% active;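 active = inhibition above the mean of all tested compounds plus 3 SD, set per screening campaign, cut at about 45% in these data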
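Assay system: tagged HCV core106 pair (GST and Flag); medium: KF-containing HEPES buffer, pH 7.45, DTT, CHAPS, BSA; also added: Eu donor and XL665 acceptor anti-tag antibodies; dosing: 5 µM single dose; timing: compound-protein-antibody incubation 4 h at 22.5 °C; signal: TR-FRET 671 and 617 nm emission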
EBNA-1 inhibitor: blocks EBNA-1 binding to DNA. 300,000 tested, 0.34% active. inhibition, % at 14.8 µM. EBNA-1 DNA binding, fluorescence polarization. AID 1950; in the data active = inhibition above about 28%
Efflux pump inh: blocks antifungal efflux pumps in multiplex yeast assay; S. cerevisiae Candida pump triplex, Nile Red efflux; inhibition, % at 10 µM; 330,000 tested, 0.44% active; AID 485275;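 active = plate passing quality check with inhibition over a set limit, or well fluorescence over plate mean plus 4 SD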;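 also: Nile Red retained in pooled yeast measured as flow cytometry median fluorescence; 0% = buffer negative control and 100% = Enniatin B positive control; higher means more Nile Red kept so more efflux inhibition; some compounds called inactive have numbers as strong as hits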
ZTA counter: ZTA (EBV) inhibition in EBNA-1 counter-screen; P03206; 320,000 tested, 0.15% active; inhibition, % at 11 µM; ZTA-DNA binding, fluorescence polarization; in the data active = inhibition above about 33%
Target sequence (P03206 whole entry, looked up): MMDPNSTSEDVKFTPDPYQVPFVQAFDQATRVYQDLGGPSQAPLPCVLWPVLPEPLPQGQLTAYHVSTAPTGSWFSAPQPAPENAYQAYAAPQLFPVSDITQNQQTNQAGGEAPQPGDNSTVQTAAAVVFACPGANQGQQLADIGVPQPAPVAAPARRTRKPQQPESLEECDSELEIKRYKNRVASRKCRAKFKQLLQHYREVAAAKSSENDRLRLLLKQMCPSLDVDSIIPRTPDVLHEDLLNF
PREPL inhibitor: inhibits the human prolyl oligopeptidase-like enzyme; Q4J6C6; AID 2751; 320,000 tested, 0.68% active; inhibition, % at 5.96 µM; recombinant PREPL, fluorescence polarization activity-based probe; in the data active = inhibition above about 43%;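 also: 0% = enzyme with DMSO and 100% = wells lacking enzyme; many of its hits are not listed in these tables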
CTSL1 counter: cathepsin L1 inhibition, PFM18AAP counter-screen. recombinant F. hepatica cathepsin L1, Z-Leu-Arg-MCA fluorescence. inhibition, % at 5.96 µM. 300,000 tested, 0.49% active;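 active = inhibition above the mean of all tested compounds plus 3 SD, set per screening campaign, cut at about 17% in these data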;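 also: 0% = plate median of test compound wells and 100% = 1 µM Z-Phe-Ala-diazomethylketone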
The depositor's hits bear a star; . = not tested or not shown. The list is partial; count on the stated rates, not on these rows.

Below each SMILES: PP5 inh	PP1 inh	TPT1 inh	core dimer inh	EBNA-1 inhibitor	Efflux pump inh	ZTA counter	PREPL inhibitor	CTSL1 counter
- Cc1cc(C(=O)N2CCOCC2)n(-c2ccccc2)n1
 : 0.5	-6	1	5	4	-0.1	6	-3	-1
- COc1ccc(S(=O)(=O)Nc2cccc(S(=O)(=O)N3CCCCCC3)c2)cc1
 : -0.2	-1	8	2	6	-0.3	0	6	0
- O=C(O)c1ccnc(SCC(=O)c2ccccc2)c1
 : -2.1	-7	0	-13	2	-0.1	-15	7	3
- COc1ccc(N2C(=O)CSC2c2ccc3c(c2)OCO3)cc1 (stereo not given)
 : -1.0	-4	0	2	4	0.2	-2	1	2
- NC12CC3CC(C1)CC(O)(C3)C2
 : 1.0	-5	2	-6	1	0.2	0	7	-1
- Cc1cc(C)nc(NC(=O)Cc2cccs2)n1
 : 1.4	-5	-3	-1	6	-0.3	-7	1	-2
- CCOC(=O)c1c(C)[nH]c(C)c1C(=O)CSc1nnc(-c2ccncc2)n1C
 : -0.9	2	0	-6	1	0.0	-3	3	2
- Cc1ccc(S(=O)(=O)N2CCOCC2)cc1NC(=O)CSc1nc(N)cc(=O)[nH]1
 : 1.6	1	3	3	-7	0.5	-3	22	-2
- COc1ccc(-c2cc(=O)oc3cc(OCC(C)=O)ccc23)cc1
 : -0.1	0	2	1	2	0.1	8	-5	0
- Cc1nc2ccccc2nc(C)c1=NOCc1ccccc1Cl
 : -0.3	-2	-8	1	5	0.0	14	-1	0
- Cc1cc2oc3ccc(NCCCn4ccnc4)cc3c(=O)c2cc1C
 : 2.0	25*	55*	-19	2	0.5	28	10	1
- Cc1ccc(C(=O)OCC(=O)NCc2cccs2)cc1
 : 0.3	-7	-2	1	-4	-0.1	-1	3	8
- Oc1ccccc1Nc1nc(NCC2CCCO2)c2ccccc2n1 (stereo not given)
 : 4.0	4	-2	-8	-8	0.0	-5	9	3
- Cc1ccc2[nH]c(=O)c(CN(CCCN3CCOCC3)C(=O)Nc3ccc(Cl)cc3)cc2c1
 : 0.7	-6	-2	2	-10	0.0	15	-38	6
- Cc1cc(NC(=O)c2ccc3c(c2)OCCO3)no1
 : 0.2	-2	2	3	-3	0.0	-3	-1	-3
- CCc1cc2c(=O)c(-c3ccc4c(c3)OCCO4)coc2cc1OS(C)(=O)=O
 : 3.3	1	-1	2	7	-0.1	-3	-3	2
- CN(C)S(=O)(=O)c1cccc(N=C2NN=C(c3ccccc3)CS2)c1
 : 0.5	-3	1	-17	-11	-0.2	-3	14	2
- CCN(CC)S(=O)(=O)c1cc(C(=O)OCC(=O)NC2CCCc3ccccc32)ccc1C (stereo not given)
 : -0.7	4	0	10	3	-0.1	8	4	-14
- O=C(Nc1c2c(nn1-c1ccc(F)cc1)CS(=O)(=O)C2)c1ccc2c(c1)OCO2
 : 1.9	-1	-3	-2	3	0.0	-15	10	-2
- Cc1nnc(SCC2=C(C(=O)O)N3C(=O)C(NC(=O)c4cccc(F)c4F)C3SC2)s1 (stereo not given)
 : -0.3	-3	1	1	3	0.1	8	4	29*

(next part)
Below each SMILES: PP5 inh	PP1 inh	TPT1 inh	core dimer inh	EBNA-1 inhibitor	Efflux pump inh	ZTA counter	PREPL inhibitor	CTSL1 counter
- CCC(=O)NC(=S)Nc1cccc(NC(=O)c2ccccc2Cl)c1
 : 2.7	-2	-1	1	-4	0.2	-2	4	-1
- COc1cccc(CNC(=O)CCC2CCCN(C(=O)c3ccoc3)C2)c1 (stereo not given)
 : 1.6	-2	-1	0	7	0.0	8	2	-5
- COc1cc2c(cc1OC)C(C)N(C(=O)C1COc3ccccc3O1)CC2 (stereo not given)
 : 2.8	-4	-2	6	-3	0.1	1	2	-3
- CC(/C=C/C1[C@H](C)C[C@H](O[C@@H]2O[C@H](CO)[C@@H](O)[C@H](O)[C@H]2O)CC1(C)C)O[C@H]1O[C@H](CO)[C@@H](O)[C@H](O)[C@H]1O (stereo not given in full)
 : 1.0	-1	-2	-2	14	-0.1	12	10	-3
- CN(CC(=O)Nc1nc2ccccc2s1)S(=O)(=O)c1ccc(Cl)cc1
 : 3.0	9	-1	4	7	-0.1	-4	-59	1
- COc1ccc(/C=N/N(Cc2ccccc2)c2ccccc2)cc1O
 : 5.5	-2	3	-1	1	-0.2	-7	19	-3
- CN(C)S(=O)(=O)c1cccc(NC(=O)C2Cc3ccccc3CN2C(=O)c2ccco2)c1 (stereo not given)
 : 2.9	3	-1	11	0	0.3	-20	0	2
- CCc1cc2c(NC(Cc3c[nH]c4ccccc34)C(=O)O)nc(C)nc2s1 (stereo not given)
 : 1.9	-1	3	-6	-9	0.9	-4	5	-4
- CC(C)CC1(C(=O)NCc2cc(F)cc(C(F)(F)F)c2)C=CCN1C(=O)c1ccccc1 (stereo not given)
 : 4.2	1	-1	-4	-1	.	1	-1	-2
- CC1=NN(S(=O)(=O)c2ccc(C)cc2)C(=O)c2ccccc2O1
 : -1.2	-3	1	1	0	0.0	-15	1	-1
- OC(CNCC(c1ccc(Cl)cc1Cl)c1c[nH]c2ccccc12)c1ccccc1 (stereo not given)
 : 4.0	5	-2	-3	4	-0.1	10	23	-1
- CCCSc1nnc(-c2c[nH]c3ccccc23)n1C
 : 3.3	12	1	-3	5	0.5*	-6	-10	-5
- CCOc1ccc(CCNC(=O)c2nnc(Cc3ccc(F)cc3)o2)cc1OCC
 : -0.3	1	2	4	4	0.9	6	-5	1
- CN1C(=O)Cc2cc(S(=O)(=O)NCCc3ccc(Cl)cc3)ccc21
 : 0.8	-1	4	8	-10	-0.1	-4	13	3
- COC(=O)c1ccc(NC(=O)COc2ccc(C3C(C#N)=C(N)Oc4c3ccc3ccccc43)cc2OC)cc1 (stereo not given)
 : 2.6	16*	2	23	12	0.2	0	18	2
- N/C(=N\c1nc2c(c(=O)[nH]1)CCCC2)Nc1ccccc1Sc1ccccc1
 : 0.0	-4	0	5	-11	0.2	10	3	-1
- CN(Cc1ccccc1)C(=O)C1CCCN(c2ncnc3c2nc2n3CCCCC2)C1 (stereo not given)
 : 1.6	-1	-2	3	-16	0.9	2	5	-4
- CCCN(CC(=O)Nc1cccc(Br)c1)CC(=O)Nc1ccc(F)c(F)c1F
 : 5.1	2	-1	-5	-1	-0.5	5	-50	-3
- Oc1ccc(Nc2nc(-c3ccccc3F)nc3ccccc23)cc1
 : -5.3	1	-6	-23	-7	0.1	-17	13	4
- CCOC(=O)c1c(C)[nH]c(C)c1S(=O)(=O)NCCc1cccs1
 : 1.4	3	-1	1	14	0.0	12	1	-5

Continued (3 carried over from the part before).
Below each SMILES: PP5 inh	PP1 inh	TPT1 inh	core dimer inh	EBNA-1 inhibitor	Efflux pump inh	ZTA counter	PREPL inhibitor	CTSL1 counter
- CCCN(CC(=O)Nc1cccc(Br)c1)CC(=O)Nc1ccc(F)c(F)c1F
 : 5.1	2	-1	-5	-1	-0.5	5	-50	-3
- Oc1ccc(Nc2nc(-c3ccccc3F)nc3ccccc23)cc1
 : -5.3	1	-6	-23	-7	0.1	-17	13	4
- CCOC(=O)c1c(C)[nH]c(C)c1S(=O)(=O)NCCc1cccs1
 : 1.4	3	-1	1	14	0.0	12	1	-5
- COc1ccccc1N(CC(=O)NCCc1ccccc1)C(=O)CCC(=O)Nc1nccs1
 : 2.2	1	5	3	1	0.1	11	11	-1
- COc1ccc(CCNC(=O)CSc2nn3c(=O)c(C)nnc3s2)cc1OC
 : 1.0	0	0	1	-3	-0.1	-4	-2	0
- Cc1cc(NC(=O)CN2C(=O)c3ccccc3C2=O)no1
 : -2.5	-6	-5	1	8	0.0	-1	-9	-6
- CCn1cc(SCC(=O)N2CCOCC2)c2ccccc21
 : -0.1	-3	-5	-11	6	-0.1	10	8	2
- CC(=O)c1n[nH]nc1Nc1nc(C)cc(C)n1
 : -0.5	-5	-1	-2	10	-0.1	6	10	-1
- Cc1cccc(CC2CC(=O)N(c3ccc(C)cc3Br)C2=O)c1 (stereo not given)
 : -0.5	2	-1	1	2	-0.1	9	8	-2
- COc1ccc(OC)c(NC(=O)C2CCCN(S(=O)(=O)c3c(C)nn(C)c3C)C2)c1 (stereo not given)
 : 1.6	-3	0	0	-4	0.0	-1	21	-3
- Cc1ccc(C)c(NC(=O)c2cc(-c3ccccc3)nn2-c2ccccc2)c1
 : -1.0	0	3	12	9	-9.9	8	5	0
- COc1ccc(NC(=O)Cc2nnc(SCC(=O)c3ccc(F)cc3)n2C)cc1
 : -3.5	-3	0	7	6	0.1	13	-10	1
- O=C(COC(=O)CCCCCN=C1NS(=O)(=O)c2ccccc21)Nc1ccc(Cl)c(Cl)c1
 : 2.2	0	-2	5	-5	-0.3	0	-5	-5
- COc1ccc(S(=O)(=O)N(C)C)cc1NC(=O)CSc1nnc(-c2cccnc2)o1
 : -0.9	2	-2	-3	-8	0.1	-11	-9	1
- c1ccc2c(c1)CCCc1cc(NCCN3CCOCC3)nnc1-2
 : -1.6	1	-2	8	8	-0.1	2	-2	5
- O=C(Nc1nnc(-c2ccco2)o1)c1cccc(Cl)c1
 : 1.3	2	0	2	7	0.2	5	-11	1
- COc1cc(OC)c2c(-c3ccccc3)cc(=O)oc2c1C(CC(=O)N1CCOCC1)c1ccc(N(C)C)cc1 (stereo not given)
 : 2.6	-2	-5	11	-7	-0.1	-4	4	-2
- Cc1ccn2cc(-c3ccc(Br)cc3)nc2c1
 : 1.5	0	-1	3	-8	0.0	-11	-2	0
- COC(=O)c1ccc2c(=O)n(CCN3CCOCC3)c(SCC(=O)Nc3ccccc3Cl)nc2c1
 : 0.9	-2	1	4	6	-0.1	11	8	2
- COc1cc(NS(=O)(=O)c2ccc(F)cc2)c(OC)cc1NC(C)=O
 : -0.2	1	-1	-7	3	0.0	7	-1	1
- O=S(=O)(NCCc1csc(-c2ccccc2)n1)c1ccc2c(c1)OCCO2
 : 3.9	-1	-1	-13	-10	0.3	4	-9	-2
- Cc1cc(C)nc(Nc2nc(=O)c3ccccc3s2)n1
 : 1.6	2	-4	0	-15	-0.2	-13	3	1
- COc1ccccc1CC(=O)Nc1ccc(NC(=O)c2cccs2)cc1
 : 1.3	0	-3	-7	20	-0.1	-11	7	2

The list goes on:
Below each SMILES: PP5 inh	PP1 inh	TPT1 inh	core dimer inh	EBNA-1 inhibitor	Efflux pump inh	ZTA counter	PREPL inhibitor	CTSL1 counter
- Cc1ccc(-c2noc(CN(C(=O)CCCN3C(=O)c4ccccc4C3=O)C(C)C)n2)cc1
 : 2.8	1	-3	11	-10	0.1	-18	3	3
- CCN1CCN(CCNC(=O)c2cn(C(C)c3ccccc3F)nn2)CC1 (stereo not given)
 : -3.5	-4	0	-4	12	-0.1	4	-3	-4
- COCCOC(=O)C1=C(C)NC(C)=C(C(=O)OCCOC)C1/C=C/c1ccccc1OC
 : 1.8	-1	2	-7	-9	-0.1	-14	0	8
- C#CCOc1ccccc1C(N)=O
 : -0.3	-4	-6	-5	10	0.0	8	0	-3
- COc1cc(C(=O)N2CCNCC2)cc(OC)c1OC
 : -0.2	-1	2	-3	-9	0.3	-6	14	4
- CC(O)(C#CCN1CCCC1)c1ccccc1 (stereo not given)
 : 4.2	-9	2	-4	10	-0.1	7	8	2
- CSc1ccc(-c2sc(Nc3ccccc3)n[n+]2-c2ccc(F)cc2)cc1
 : 2.3	6	-4	-96	3	-0.1	7	6	7
- O=C(NC1CCSc2ccccc21)c1cc(S(=O)(=O)N2CCOCC2)ccc1Cl (stereo not given)
 : 0.2	-2	-2	1	-7	-0.2	-28	6	1
- Cc1cc2nnc(SCC(=O)N3CCN(c4ccccc4)CC3)n2c(N)n1
 : 4.1	5	-3	-2	7	-0.1	14	15	1
- COc1cc(/C=C/C(=O)O)cc(S(=O)(=O)Nc2ccccc2C(=O)NCCc2ccccc2)c1OC
 : -1.5	5	1	-14	-4	-0.1	-13	-9	5
- Cn1c(C(=O)c2ccncc2)cc2ccccc21
 : 1.2	0	-3	-5	-4	0.3	5	-3	1
